Screening data as filed in PubChem.
DAX1 inh-1: NR0B1 (DAX1) inhibition. 0.99% of 340,000 active. HEK293 Gal4-DAX1 luciferase reporter, luminescence. inhibition, % at 6.75 µM. P51843. AID 504766;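 active means inhibition above the mean over all tested compounds plus 3 SD, cut at about 4.2% in these data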;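 further: 0% = DAX1-transfected cells with DMSO and 100% = empty-vector control cells with DMSO; inhibition shows as a rise in luminescence from relieved DAX1 repression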
Target sequence (P51843 207-470 limits assumed): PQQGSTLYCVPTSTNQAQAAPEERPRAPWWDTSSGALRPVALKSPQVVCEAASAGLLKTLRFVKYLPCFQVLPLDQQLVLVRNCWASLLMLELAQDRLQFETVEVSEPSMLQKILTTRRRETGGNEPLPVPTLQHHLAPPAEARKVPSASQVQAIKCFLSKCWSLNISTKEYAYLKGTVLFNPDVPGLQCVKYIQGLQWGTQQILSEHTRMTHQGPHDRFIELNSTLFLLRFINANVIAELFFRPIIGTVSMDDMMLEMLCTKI
PG9 Ab binder: small molecules binding HIV-1 gp120 antibody PG9; TR-FRET gp120-PG9 antibody binding; inhibition, % at 6.7 µM; 0.43% of 360,000 active; AID 624416; in the data active means inhibition above about 8.5%
PLC-beta3 inh: blocks human PLC-beta3 enzyme activity; Q01970; Purified PLC-beta3, fluorogenic substrate, fluorescence; inhibition, % at 12.2 µM; 0.18% of 370,000 active; in the data active means inhibition above about 11%;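 further: 0% = median of compound wells on plate and 100% = full blocker control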
ssDAF12 agonist: activates DAF-12 receptor from parasite S. stercoralis; HEK293 ssDAF-12/GRIP1 lit1-tk-luc reporter, luminescence; % of 3 µM dafachronic acid response; activation, % at 6.8 µM; 1% of 370,000 active; AID 652126;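 active means activation above the mean over all tested compounds plus 3 SD, cut at about 0.9% in these data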;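 further: 0% = DMSO-only wells and 100% = 3 µM delta7-dafachronic acid wells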
Rev-erbA mod: modulators of human Rev-erb alpha DNA binding. P20393. 0.79% of 370,000 active. AID 1259318. Rev-erbα–FITC-DNA binding, fluorescence polarization, 90 min. activity, % at 10 µM;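 active means activity above about 14%, limit read from the data; passing the limit was not always enough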;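 further: 0% = DMSO wells with 35 nM protein and 100% = DMSO wells with 750 nM protein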
Target sequence (P20393 whole entry, looked up): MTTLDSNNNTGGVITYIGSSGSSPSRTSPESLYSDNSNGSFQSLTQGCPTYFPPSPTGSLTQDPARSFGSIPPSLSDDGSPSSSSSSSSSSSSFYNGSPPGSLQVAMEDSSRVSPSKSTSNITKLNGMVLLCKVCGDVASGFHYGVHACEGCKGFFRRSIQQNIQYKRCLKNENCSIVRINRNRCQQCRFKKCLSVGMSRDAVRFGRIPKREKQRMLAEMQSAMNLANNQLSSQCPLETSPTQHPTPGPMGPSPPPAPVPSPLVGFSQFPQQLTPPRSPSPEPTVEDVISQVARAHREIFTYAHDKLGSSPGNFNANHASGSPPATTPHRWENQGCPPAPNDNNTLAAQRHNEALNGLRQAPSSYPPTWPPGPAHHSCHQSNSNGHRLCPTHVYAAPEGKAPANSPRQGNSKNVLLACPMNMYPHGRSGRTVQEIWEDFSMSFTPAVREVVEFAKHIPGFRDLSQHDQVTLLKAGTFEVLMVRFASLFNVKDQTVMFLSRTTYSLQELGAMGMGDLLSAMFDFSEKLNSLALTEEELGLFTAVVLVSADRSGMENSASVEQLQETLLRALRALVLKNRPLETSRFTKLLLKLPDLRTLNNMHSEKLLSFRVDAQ
hcDAF12 agonist: activators of H. contortus DAF-12 nuclear receptor | HEK293 hcDAF-12 lit1-tk-luc reporter, luminescence; 0% DMSO, 100% Δ7-dafachronic acid | activation, % at 6.8 µM | 1.4% of 370,000 active;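 active means activation above the mean of all tested compounds plus 3 SD, cut at about 5.5% in these data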;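 further: 100% = response to 3 µM Δ7-dafachronic acid high control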
HGIII-sPLA2 inh: Blocks human group III sPLA2 activity; Q9NZ20; QFRET BODIPY PC-A2 liposome hydrolysis, fluorescence; inhibition, % at 12.2 µM; 0.56% of 370,000 active;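 active means inhibition above mean plus 3 SD of compounds lying within the high and low control bounds, cut at about 19% in these data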;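 further: 0% = median of test compound wells and 100% = no enzyme DMSO wells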
SMARCA2 activ: activators of SMARCA2 function; MG213 cells, MMTV-luciferase reporter, dexamethasone, overnight; activation, % at 9.1 µM; 1% of 370,000 active; AID 652017; in the data active means activation above about 7.8%;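 further: 0% = vehicle wells and 100% = reference activator wells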
hgDAF12 agonist: hgDAF-12 agonism, primary luciferase screen | activation, % at 6.8 µM | 1.8% of 370,000 active | HEK293 GAL4-hgDAF12 UAS-luciferase reporter, agonist luminescence; normalized to butyrate control | AID 687014;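 active means activation above a cutoff set at the mean of all screened compounds plus 3 SD, cut at about 10% in these data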;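 further: 0% = DMSO wells and 100% = sodium butyrate wells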
GAA850 FXN act: frataxin GAA850 promoter activation | HEK293 lucGAA850 FXN promoter luciferase reporter, 24 h; percent of 10 µM SAHA response | activation, % at 6 µM | 0.56% of 360,000 active;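 active means activation above the average of all compounds screened plus 3 SD, cutoff fixed separately per campaign, cut at about 7.5% in these data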;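 further: 0% = DMSO wells and 100% = 10 µM SAHA wells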
DAX1 inh-2: DAX1 (NR0B1) inhibition, primary screen; HEK293T StAR-luciferase reporter, SF-1/DAX-1 repression relief; inhibition, % at 6.8 µM; 1.1% of 370,000 active; AID 652010;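 active means inhibition above the mean over all tested compounds plus 3 SD, cut at about 3.6% in these data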;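 further: 0% = DAX-1 cells with DMSO and 100% = cells lacking DAX-1 with DMSO; higher inhibition means more luminescence from relief of DAX-1 repression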
Starred values were filed as active, the others as inactive; i = inactive; · = not tested or not shown.

Second line of a record: hcDAF12 agonist, ssDAF12 agonist, SMARCA2 activ, hgDAF12 agonist, Rev-erbA mod, PG9 Ab binder, HGIII-sPLA2 inh, PLC-beta3 inh, DAX1 inh-1, DAX1 inh-2, GAA850 FXN act
CC1(C)CC(=O)C=C(C2CC2)C1=O
    -0.2, -1.1, -2, 4.6, -3, -2.2, 1, 2, ·, 1.1, ·
COc1cc(C2SCC(=O)N2Cc2ccccc2)ccc1O (centres undefined)
    -0.3, -0.9, 0, 1.7, 9, 0.4, -6, -3, 0.4, 0.1, -0.3
CCOC(=O)c1c(-c2ccc(OC)cc2)oc2ccc(O)cc12
    -3.5, -1.4, -4, -3.0, 10, -3.0, -40, -329, -1.5, -0.4, 0.2
CCc1c(C)nc2[nH]nc(-c3ccccc3)n2c1=O
    2.4, -0.8, 2, 1.4, -5, 0.1, 14, -5, 1.3, 0.5, 3.7
O=C(COC(=O)C12CC3CC(CC(O)(C3)C1)C2)NC(=O)NCc1ccco1
    -0.8, -1.6, 3, -3.1, 0, -2.4, -2, 8, -0.1, -0.4, 2.1
NC(=O)c1ccccc1NS(=O)(=O)Cc1ccccc1
    0.2, -1.4, -1, 2.0, 2, 1.8, -4, -100, 0.8, 0.2, -1.2
CCCc1nc2ccccc2c(C(=O)O)c1CC
    2.2, -0.5, 1, 0.0, 2, 0.1, 1, -3, 0.1, 0.5, -0.1
CS(=O)(=O)Nc1ccccc1C(=O)N1CCOCC1
    -1.0, -0.6, 2, 1.9, 0, -2.0, 9, 5, -0.5, -0.3, 1.9
O=C(c1ccc(-n2cnnn2)cc1)N(C1CCCCC1)C1CCCCC1
    -0.2, -0.1, -2, -1.5, -1, 1.1, 8, -1, -0.2, 0.5, 3.9
Cc1c(S(=O)(=O)NCCc2ccccc2)c(=O)n(C)c(=O)n1C
    -0.8, -1.1, -1, -2.2, -5, 1.4, 2, -4, 0.4, -0.1, -0.2
Cn1cccc1CC(=O)NNC(=S)Nc1ccc(F)cc1
    -1.2, -1.3, 2, 1.1, -4, -2.3, 0, 0, -0.7, -0.1, 1.3
COc1cc(NC(=O)C2(C)CCCN2C)cc(OC)c1OC (centres undefined)
    1.9, -0.9, -4, 1.6, 3, -1.6, -1, -4, ·, 0.7, 1.3
COc1ccc(Nc2ncc(C(=O)N3CCC(C(N)=O)CC3)c3ccccc23)cc1
    -0.5, -0.8, 1, -0.8, -6, -4.0, 3, -7, -0.2, 0.7, -0.8
CC(C)C[C@@H](CN=[N+]=[N-])N1CCN(Cc2ccccc2)CCC1=O
    -1.2, -1.2, 2, -0.4, 1, -0.3, -1, 1, 0.7, -0.4, -0.2
COc1ccc(C(=O)O/N=C(\C)c2nccs2)cc1
    -0.2, -1.5, 7, 2.5, -4, -1.7, -3, -4, -0.7, 0.0, 1.2
CCOC(=O)c1sc(=NC(=O)c2ccc(S(=O)(=O)N(C)c3ccccc3)cc2)n(C)c1C
    -0.2, -1.9, -1, -0.1, 37*, -0.6, 14, -4, -0.5, -0.4, 0.0
CCOC(=O)c1cc(-c2ccccc2)sc1NC(=O)C(C)N1C(=O)c2ccccc2C1=O (centres undefined)
    -0.8, -2.3, 3, 0.8, -1, -1.2, 1, 1, -0.2, -0.2, 0.6
COc1ccccc1CNc1ncnc2sccc12
    -4.6, -2.1, -4, -5.7, 1, 0.4, 4, -5, -4.2, -1.2, -2.2
CN(CC(=O)Nc1cc(S(=O)(=O)N2CCCC2)ccc1Cl)Cc1nc2ccccc2c(=O)[nH]1
    -2.0, -1.5, 4, 0.8, 3, -1.7, -7, -5, -0.5, 1.0, 0.8
COc1cc(/C=N/n2c(-c3cc(C)[nH]n3)n[nH]c2=S)ccc1O
    -0.7, -2.0, 2, 5.3, 1, -0.6, 0, -5, 2.0, 0.0, -0.5
CCn1c(CCC(=O)O)nc2cc(S(=O)(=O)N3CCOCC3)ccc21
    0.1, -0.3, -1, 4.5, 2, -0.9, -3, 4, -1.3, 0.4, 0.4
Cc1cc(C)c(S(=O)(=O)NCc2cn3c(C)csc3n2)c(C)c1
    -0.6, -1.6, 2, -0.2, -2, 0.5, 1, 2, 1.7, 0.2, -1.4
c1ccc(CCNc2ccccn2)nc1
    -0.2, -0.8, -4, 3.5, -4, 0.5, 13, -2, 2.1, 3.6, 2.6
COc1ccccc1NC(=O)CN1CCN(CC(=O)Nc2ccc(C)c(F)c2)CC1
    0.6, -1.7, -4, -2.7, 1, 0.6, -7, 0, -2.3, -0.7, -0.2
Cc1ccccc1OCCn1c(=S)[nH]c2c(N)ncnc21
    -2.7, -1.0, -1, 0.5, -1, -0.9, 13, -1, -0.5, 0.2, -0.6
CSc1ncccc1C(=O)OCC(=O)NCc1ccccc1
    -0.6, -1.7, 2, 0.4, 4, -0.6, -1, -3, 1.6, 0.8, -0.3
O=C(c1cc(COc2ccc(F)cc2Cl)on1)N1CC[C@@H]2CCCC[C@H]2C1
    0.6, -1.1, -1, 3.2, -1, -0.4, 1, -9, 0.3, -0.8, 0.7
Cc1ccc(OCCN2C(=O)CSC2=O)cc1
    0.0, -1.9, 0, 3.2, 7, 2.0, 0, 0, 1.6, -1.0, -2.2
CN(C1CCCCC1)S(=O)(=O)c1cc2c(cc1Cl)NC(=O)CO2
    1.0, -0.6, -3, -0.7, 1, -3.0, -11, -7, -0.6, -0.2, 1.2
Cc1nc(N2CCN(Cc3ccccc3)CC2)nc2c1C(=O)CCC2
    -2.2, -1.1, -4, -4.4, -1, -1.0, -1, 0, -1.9, -1.7, 3.5

Look-ups from the list.
PLC-beta3 inh with Cc1ccccc1OCCn1c(=S)[nH]c2c(N)ncnc21 stands at -1
DAX1 inh-2 with CCOC(=O)c1cc(-c2ccccc2)sc1NC(=O)C(C)N1C(=O)c2ccccc2C1=O (centres undefined) stands at -0.2

(continued)
Second line of a record: hcDAF12 agonist, ssDAF12 agonist, SMARCA2 activ, hgDAF12 agonist, Rev-erbA mod, PG9 Ab binder, HGIII-sPLA2 inh, PLC-beta3 inh, DAX1 inh-1, DAX1 inh-2, GAA850 FXN act
COc1cccc(NC(=O)CN(C)C(=O)c2cc(-c3ccccc3)nc3ccccc23)c1
    0.6, -1.5, -3, -1.4, -1, -0.6, -17, -6, -1.7, -2.8, -0.9
Cc1ccc(NC(=O)COC(=O)CCC2CCCC2)cc1S(=O)(=O)N1CCOCC1
    -0.6, -0.4, 4, 1.1, 1, -0.7, -28, -6, 1.9, 0.0, 2.8
O=C1OCCN1C(=O)[C@H]1[C@H](c2ccccc2)C(c2ccccc2)=NN1c1ccc(Br)cc1
    0.3, -1.2, -5, 1.7, 1, 1.8, -10, i, -0.9, 3.1, -1.2
CCc1nnc(NC(=O)CSc2nc3cc(OC)ccc3cc2C)s1
    -1.4, -1.3, 4, 1.9, 165*, -0.1, 3, 1, 1.0, -0.2, -0.6
CCOC(=O)CNC(=O)CSc1nnc(NC(=O)c2ccc(C)cc2)s1
    6.4*, 0.4, 3, 13*, 6, 0.3, 3, -7, -0.6, 2.2, 1.0
O=C(N/N=C/c1ccccn1)c1ccc2nc[nH]c2c1
    -0.4, -2.1, -3, -0.6, 2, -0.8, 7, -3, ·, 0.4, 0.1
CC(C)CCN1CCN(Cc2cnc(N3CCCC3)s2)CC1CCO (centres undefined)
    -0.2, -1.1, 1, -1.3, -7, -1.2, 1, -7, -0.3, 0.8, -1.4
CC(=O)c1cn(C)c(=O)[nH]c1=O
    -0.2, -1.0, -2, -3.5, -5, -2.5, -2, 3, ·, 0.0, 1.7
C=CCOc1ccc(C(=O)N(Cc2ccc(N(C)C)cc2)C2CCS(=O)(=O)C2)cc1 (centres undefined)
    -1.4, -1.6, -1, 1.5, -4, -1.1, 2, -1, 0.6, -0.1, -0.4
CCOc1ccc2nc(NS(=O)(=O)c3cccs3)sc2c1
    1.2, -0.6, -3, 2.5, -7, -1.5, -32, -10, 0.4, 0.2, 1.7
O=c1[nH]cncc1OCc1ccccc1
    -0.2, -1.6, 2, 2.5, 4, 1.4, -1, 3, 0.8, 0.9, 1.8
CC(C)(C)c1cc[n+](-c2[nH]c(=O)sc2/C=N/NC(=O)c2ccccc2[O-])cc1
    2.2, 0.2, 1, 0.6, 4, -2.3, -4, -10, -1.1, -0.1, 0.0
CCN(CC)S(=O)(=O)c1ccc(C(=O)Nc2nnc(NC(=S)Nc3ccccc3)s2)cc1
    0.3, -1.2, -2, -1.3, 5, 0.6, 1, -45, -1.4, -0.1, 2.2
c1ccc(-c2cc3ccccc3cn2)cc1
    6.2*, 0.8, 7, 9.7, -3, 1.2, 5, 0, 2.7, 1.7, 3.3
Cc1cccc(C(=O)NCC(=O)N2CCCCCCC2)c1
    1.4, 0.1, 1, 0.5, -6, -2.0, 1, -1, 0.5, 1.5, 2.1
CC(C)Oc1cccc(C(=O)C2CCCN(C(=O)c3ccc4c(c3)OCO4)C2)c1 (centres undefined)
    -1.4, -1.4, 2, -3.4, -5, -1.8, -3, 4, 1.9, -2.0, 1.0
Clc1cccc(CN2CCN(c3nc4nonc4nc3NC3CC3)CC2)c1
    -0.3, -1.6, 0, -0.4, -7, -2.4, -8, 3, -0.6, -1.0, -6.4
COC(=O)C(NC(=O)c1ccco1)(Nc1cc(C)ccn1)C(F)(F)F (centres undefined)
    -1.2, -0.9, 5, -0.1, 2, -7.6, 5, 2, 0.2, -0.1, 3.6
O=C(O)c1ccccc1CSc1nnc2c(n1)[nH]c1ccccc12
    0.7, -1.4, 4, 0.0, 3, 11*, -1, -3, 0.3, 0.4, 0.2
Cc1ccc(NS(=O)(=O)c2ccc(NC(=O)CSc3ccc(Cl)cc3)cc2)c(C)c1
    -2.5, -1.0, -4, 1.3, -2, -1.6, -22, 7, 0.2, -1.4, -0.1
O=c1c2ccccc2ncn1CCCCOc1ccc(Br)cc1
    -1.4, -1.5, -1, 6.7, 0, 0.5, 3, 0, -0.6, 1.0, -0.4
C=CC1=CCN(S(=O)C(C)(C)C)[C@@H]1CCO (some centres undefined)
    -2.2, -0.3, 2, 0.4, -2, -1.5, 0, -7, -0.1, -1.0, -1.1
Cc1ccc(OCCNC(=O)CCc2ccccc2)cc1C
    -0.9, -1.8, -1, 0.2, -5, -1.1, -4, -4, 0.5, 0.1, -1.4
Cc1ccc(S(=O)(=O)NC(C)(C)C)cc1C(=O)OC(C)C(=O)NC1CC1 (centres undefined)
    -0.8, -1.1, 1, 2.4, 1, -1.6, 4, -3, -1.1, -0.5, 0.1
O=C(NCc1ccco1)c1ccccc1NS(=O)(=O)c1ccc(Br)s1
    -1.3, -0.9, -3, -1.1, -2, 0.9, -48, -10, -1.1, -0.5, -2.0
COc1ccc(CCN2C(=O)NC(NC(=O)C(C)(C)C)(C(F)(F)F)C2=O)cc1OC (centres undefined)
    1.0, -1.3, -1, -0.3, 4, -1.2, -1, 4, 2.4, -0.3, 1.7
N#CCc1ccc(OC[C@@H](O)CN2CCC(C(O)(c3ccccc3)c3ccccc3)CC2)cc1
    -1.4, -1.3, -2, -1.0, 3, ·, -32, 2, ·, 0.3, ·
CCN1CCN(C(=O)Cn2c(=O)sc3ccccc32)CC1
    -0.9, -1.1, 2, -1.6, -4, 1.2, 8, 1, 2.5, -0.2, 0.0
Nc1nc(-c2ccccc2Br)cs1
    0.9, -0.9, -2, 0.6, 0, -0.4, 1, 1, 1.2, -0.4, -0.1
COc1ccc(Nc2nc(C)nc3sc4c(c23)CCC4)cc1O
    -1.3, -1.3, -2, 0.7, -1, -2.6, -20, 0, ·, -0.9, 0.1
